High-throughput results deposited in PubChem BioAssay by several laboratories.
FID counter: compounds displacing fluorescent DNA intercalator, primary screen, artefact control for HCV NS3 helicase inhibitor project, biochemical, FID fluorescence; DNA fluorescent intercalator displacement; inhibition, % at 7.9 µM; 0.17% of 290,000 active; in the data active means inhibition above about 37%;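 further: 0% = vehicle and 100% = reference compound; higher means more ethidium bromide displaced from hairpin DNA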
MEKK2 WT-MEK5: modulators of MEK5 binding to wildtype MEKK2, primary screen, biochemical, multiplex bead flow cytometry, Alexa488-MEK5; Alexa488-MEK5 binding to MEKK2 WT; actives lie on both sides; binding response (% of control), % at 10 µM; 1.1% of 290,000 active; in the data active means binding response below about 67% or above about 130%; inconclusive means no clear call, values can overlap the other calls; inactive means in between
OXTR ag: human OXTR agonists, primary screen, fluorescence, CHO-OTR cells, Fluo-8 calcium; Fluo-8 calcium fluorescence; normalized: DMSO 0%, oxytocin 100%; AID 2435, 2010; 0.32% of 320,000 active; activation, % at 3 µM; Oxytocin receptor (Homo sapiens), P30559;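 active means activation above the mean of all tested compounds plus 3 SD, cutoff set per screening run, cut at about 20% in these data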;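 further: peak over basal fluorescence ratio from a 100 s FLIPR kinetic read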
Target sequence (P30559 whole entry, looked up): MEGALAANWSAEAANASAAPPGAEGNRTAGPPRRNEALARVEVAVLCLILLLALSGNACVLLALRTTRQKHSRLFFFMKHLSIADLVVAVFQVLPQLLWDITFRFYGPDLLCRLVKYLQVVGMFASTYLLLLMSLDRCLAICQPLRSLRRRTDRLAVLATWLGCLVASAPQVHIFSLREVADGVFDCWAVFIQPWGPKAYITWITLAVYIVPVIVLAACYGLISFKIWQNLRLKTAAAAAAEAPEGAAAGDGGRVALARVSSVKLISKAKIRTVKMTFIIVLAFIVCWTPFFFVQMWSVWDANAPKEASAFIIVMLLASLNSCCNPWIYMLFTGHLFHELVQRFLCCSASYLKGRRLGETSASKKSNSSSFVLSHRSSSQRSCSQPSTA
MEKK2mut PB1 HTS: MEK5 binding signal on mutant MEKK2 PB1, primary screen, biochemical, multiplex bead flow cytometry, Alexa488-MEK5. Alexa488-MEK5 binding to MEKK2 mutant. percent response, % at 10 µM. 0.35% of 290,000 active; in the data active means percent response above about 24%, passing the limit was not always enough; further: inactives centre near 1; some results filed as inactive read as strong as hits; reference of the scale not given here
PfM18AAP inh: PfM18AAP inhibitors, malaria aminopeptidase, primary screen, biochemical, QFRET, recombinant enzyme. M18 aspartyl aminopeptidase (Plasmodium falciparum 3D7). H-Glu-NHMec fluorogenic cleavage. inhibition, % at 7.35 µM. 1.2% of 290,000 active. AID 1822, 2009;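 active means inhibition above the campaign mean inhibition over all tested compounds plus 3 SD, cut at about 28% in these data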;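 further: 0% = plate median of test compound wells and 100% = 2 mM ZnCl2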
GPR7 antagonist: GPR7 receptor antagonists, primary screen, cell-based, fluorescence, single concentration; Neuropeptides B/W receptor type 1 (Homo sapiens), P48145; GPR7-expressing cells, fluorescence antagonist assay; inhibition, % at 4.4 µM; 1.1% of 290,000 active; in the data active means inhibition above about 16%, passing the limit was not always enough;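 further: cells stimulated with the agonist NPW; 0% = agonist with vehicle and 100% = vehicle without agonist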
NALP1 yeast inh: NALP1 inflammasome inhibitors in reconstituted yeast, colorimetric, S. cerevisiae, triplicate retest | S. cerevisiae NALP1/ASC/caspase-1 growth, X-gal OD620, 72 h | inhibition, % at 10 µM | 0.61% of 280,000 active; in the data active means inhibition mostly above about 24%, no sharp cut-off; inactive means mostly below about 32%; further: some compounds called inactive have numbers as strong as hits
PHOSPHO1 block: PubChem AID 1565; Phosphoethanolamine/phosphocholine phosphatase (Homo sapiens), Q8TCT1; recombinant PHOSPHO1, absorbance phosphatase assay; inhibition, % at 13.3 µM; 1.1% of 290,000 active; in the data active means inhibition above about 60%
MEKK3 PB1 HTS: modulators of MEKK3-MEK5 PB1 binding, primary screen, biochemical, wildtype MEKK3, multiplex bead flow cytometry, Alexa488-MEK5. 1.4% of 290,000 active. binding response (% of control), % at 10 µM. bead-based flow cytometry, Alexa488-MEK5 binding to MEKK3; actives lie on both sides; 0 = blocked by unlabeled MEK5, 100 = vehicle. Mitogen-activated protein kinase kinase kinase 3 (Homo sapiens), Q99759;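 active means binding response more than 3 SD above or below the average of its plate-row segment, actives on both sides; inconclusive means wells at one plate position flagged as instrument error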;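 further: Alexa488 bead fluorescence after subtracting the streptavidin-only scavenger bead signal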
Target sequence (Q99759 whole entry, looked up): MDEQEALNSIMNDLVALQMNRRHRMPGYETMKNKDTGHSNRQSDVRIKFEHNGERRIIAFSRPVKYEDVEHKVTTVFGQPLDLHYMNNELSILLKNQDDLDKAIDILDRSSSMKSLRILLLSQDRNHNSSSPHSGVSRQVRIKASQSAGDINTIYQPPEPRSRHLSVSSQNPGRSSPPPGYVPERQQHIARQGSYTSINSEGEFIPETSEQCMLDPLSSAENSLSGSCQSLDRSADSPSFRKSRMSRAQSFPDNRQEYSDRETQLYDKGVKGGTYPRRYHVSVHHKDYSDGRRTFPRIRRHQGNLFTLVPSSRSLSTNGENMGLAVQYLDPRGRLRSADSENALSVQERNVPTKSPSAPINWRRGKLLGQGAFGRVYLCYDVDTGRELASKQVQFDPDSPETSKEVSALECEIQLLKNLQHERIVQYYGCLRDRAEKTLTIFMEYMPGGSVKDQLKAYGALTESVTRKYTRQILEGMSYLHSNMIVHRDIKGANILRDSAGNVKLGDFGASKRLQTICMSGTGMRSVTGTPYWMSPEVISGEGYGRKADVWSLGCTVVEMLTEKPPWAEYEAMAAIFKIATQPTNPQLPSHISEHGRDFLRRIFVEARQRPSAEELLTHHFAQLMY
The depositor's hits bear a star; ? = inconclusive; . = not tested or not shown.

SMILES	FID counter	MEKK2 WT-MEK5	OXTR ag	MEKK2mut PB1 HTS	PfM18AAP inh	GPR7 antagonist	NALP1 yeast inh	PHOSPHO1 block	MEKK3 PB1 HTS
CCOC(=O)Cc1csc(NC(=O)CSc2nc3sc(C(=O)O)c(C)c3c(=O)[nH]2)n1	-5	96	-0.1	5	-1	-8	-2	13	97
CCN1C(=NCc2ccco2)N[C@@H](c2cccc(F)c2)C(C(=O)OC)=C1C	2	98	0.9	-7	5	3	8	-11	97
O=C(Cc1ccccc1F)Nc1ccc(Cl)nc1	-2	96	7.3	4	8	5	-61	10	96
Cn1c(=O)c(=O)n(C)c2cc(S(=O)(=O)N3CCN(c4cccc(C(F)(F)F)c4)CC3)ccc21	2	95	-0.8	2	9	-10	1	10	100
COC(=O)c1ccc(C(=O)Nc2nnc(-c3cccnc3)o2)cc1	2	102	0.4	-3	1	-8	-6	6	98
CCc1ccc(CN(C)CC(=O)Nc2ccc3c(c2)CCC3)cc1	2	106	-1.6	-4	3	5	15	-35	105
COC(=O)c1ccccc1NC(=S)N1CCOCC1	-5	104	0.0	4	-7	-9	12	34	100
CN1C=CC2=C(C#N)C(N)C(C#N)(C#N)[C@H](c3ccccc3)[C@H]2C1 (stereo partly specified)	1	103	2.4	5	1	-15	6	3	110
O=C(Cc1nnc(NC(=O)Nc2ccc(F)cc2)s1)NCc1ccccc1	-11	91	0.1	-5	2	-10	.	48	92
CCCn1c(CNc2ccccc2O)nc2ccccc21	-11	111	-0.1	6	23	5	15	-20	102
S=C(NC1CCCC1)NN1CCOCC1	-1	102	0.2	7	3	-11	32	37	103
Cc1nn(C/C(C#N)=N\O)c(C)[n+]1N	-1	101	1.1	3	3	-17	22	34	115
CC1(C)CC(=O)C/C(=N\NC(=O)C2C3CCCCC32)C1 (stereo unspecified)	-1	97	-0.4	4	1	-8	9	37	112
O=C(O)/C=C/C(=O)NNC(=O)c1ccc(Cl)cc1Cl	-7	97	-1.5	-3	3	-8	-16	-3	103
COc1ccc(CC(=O)Nc2ccc(C(=O)NC(C)(C)C)cc2)cc1OC	-9	103	0.1	0	4	-9	8	41	103
CC(=O)N1CCN(c2ccc(NC(=O)c3ccc(N4CCCC4)c([N+](=O)[O-])c3)cc2Cl)CC1	5	105	3.3	5	3	-10	38	7	107
C/C(N)=C(/C#N)C(=O)CSc1nc(C2CCCCC2)n(-c2ccccc2)n1	-17	97	-2.3	0	2	-4	-3	32	100
Cc1nn(C)c(Oc2cccc(Cl)c2)c1C(=O)Nc1ccc(F)cc1F	-23	.	-1.3	.	-7	-7	6	27	.
CCC(=O)N1CCc2cc(S(=O)(=O)NCCc3ccc(S(N)(=O)=O)cc3)ccc21	-13	99	-0.1	2	3	-5	8	22	99
Fc1ccc(N2CCN(/C=C/c3nnnn3-c3ccccc3)CC2)cc1	-3	101	-0.2	3	3	-6	40	14	102
Cc1nc2sccn2c(=O)c1S(=O)(=O)NCC(C)c1ccccc1 (stereo unspecified)	-11	96	1.0	2	4	-4	7	0	96
Cc1nnc(SCCn2c(N3CC(C)CC(C)C3)nc3c2c(=O)[nH]c(=O)n3C)s1 (stereo unspecified)	-12	92	4.8	-4	5	6	0	14	98
Cc1cccc(C)c1N1CCN(C(=O)N2CCOCC2)CC1	-23	98	0.4	0	1	-7	9	14	98
CCCCCn1c(=O)[nH]c2cc(C(=O)NCCCN(C)Cc3ccccc3)ccc2c1=O	9	120	3.6	8	-4	2	3	24	100
Cc1ccc2c(c1)C(CCN)C(=O)N2Cc1ccccc1 (stereo unspecified)	13	108	0.3	12	2	11	26	21	90
The results go on:
SMILES	FID counter	MEKK2 WT-MEK5	OXTR ag	MEKK2mut PB1 HTS	PfM18AAP inh	GPR7 antagonist	NALP1 yeast inh	PHOSPHO1 block	MEKK3 PB1 HTS
CCN(CC)CCn1c(=N)n(CC(O)c2ccco2)c2ccccc21 (stereo unspecified)	12	103	0.7	0	3	-7	7	-3	97
CCO[C@@H]1OC(C(N)=O)=C[C@H](C(C)(C)C)[C@H]1CCCO	.	102	0.1	0	.	.	.	.	105
O=C(CCN1C(=O)c2ccccc2C1=O)N1CCN(C2c3ccccc3-c3ccccc32)CC1	-1	99	0.3	4	-2	-5	48	7	104
NC(=NCCc1ccc(Cl)cc1)NS(=O)(=O)c1ccccc1	-12	103	0.3	7	2	4	-7	47	103
CC(=O)C1=C(O)C(=O)N(CCN2CCOCC2)C1c1ccccc1 (stereo unspecified)	-4	95	-0.1	-6	5	8	18	-47	92
Cc1ccc(S(=O)(=O)Nc2nc3ccccc3nc2NCC2CCCO2)c(C)c1 (stereo unspecified)	-40	89	-0.3	-19	0	-12	10	16	85
CC(C(=O)NCC1CCCCC1)N1CCN(S(=O)(=O)/C=C/c2ccccc2)CC1 (stereo unspecified)	-37	94	-0.2	-1	0	-2	42	-16	100
COc1cc(/C=N/NC(=O)c2ccc(Cn3cc([N+](=O)[O-])cn3)o2)cc(Br)c1O	7	88	-1.0	-8	6	7	-4	33	91
O=C(Nc1ccc2[nH]c3c(c2c1)CCCC3)c1ccco1	-13	95	0.6	2	6	4	24	14	97
CC1CC1C(=O)OCC(=O)NCc1ccc(Cl)cc1Cl (stereo unspecified)	-7	.	-1.0	.	4	-2	-14	21	.
Cc1ccc(NC(=O)COC(=O)C2CC2)c(Br)c1	-3	108	-1.7	4	1	-5	28	26	108
COc1ccc(C)cc1S(=O)(=O)NCCC1=CCCCC1	-26	101	-1.4	4	-5	-9	-4	8	104
C=CCn1c(C(CCCC)CC(C)O)n[nH]c1=S (stereo unspecified)	1	100	0.0	2	11	-4	15	-17	99
Cc1ccc(NC(=O)CO/N=C(\N)c2nonc2N)cc1	1	83	0.5	-11	3	1	34	44	79
CCC1=NN2C(=N)/C(=C\c3cccn3-c3ccc(Br)cc3)C(=O)N=C2S1	-3	99	.	-2	-1	-7	11	-5	99
CC1(C)SC(=S)N(/N=C/c2cccnc2)C1N(O)C(=O)NC1CCCCC1 (stereo unspecified)	-8	101	-1.8	-1	3	-3	.	24	102
COc1ccc(/C=C2/CCc3ccccc3C2=O)cc1CN1CCOCC1	9	97	-1.9	-4	1	-10	44	-6	92
O=C(CN1CCN(c2ccc(O)cc2)CC1)Nc1cc(S(=O)(=O)N2CCOCC2)ccc1Cl	-19	108	-0.2	-1	30*	-2	24	4	108
CCOC(=O)c1cc(-c2ccc(/C=C3/C(=O)N(c4ccc(C(=O)O)cc4)N=C3C)o2)ccc1Cl	-3	84	0.8	-27	-2	-5	0	19	86
c1ccc2c(c1)OCC(c1csc3ncnc(N4CCCC4)c13)O2 (stereo unspecified)	-15	106	-2.1	6	0	-11	-6	13	104
COc1ccc(-c2nn(CCC(=O)O)cc2CCC(=O)O)cc1	2	108	0.9	11	3	-5	27	-11	108
COc1ccc(CCNC(=O)CSC(=O)c2ccccc2)cc1OC	-14	114	-0.2	-1	-12	-12	2	-32	126
Cc1cc(/C=C2\SC(=S)NC2=O)c(C)n1-c1ccc(O)cc1	-8	99	5.9	15	9	9	38	28	117
CCN(CC)CCNC(=O)C1(O)c2cc(Br)ccc2NC(=O)N1c1cccc(OC)c1 (stereo unspecified)	-4	104	0.5	0	-12	5	10	11	101
COc1ccc(CCN(C(=O)C(F)(F)F)C(C(=O)NC2CCCC2)c2cccs2)cc1OC (stereo unspecified)	-15	98	-2.8	2	-3	-9	27	-10	100
More compounds.
SMILES	FID counter	MEKK2 WT-MEK5	OXTR ag	MEKK2mut PB1 HTS	PfM18AAP inh	GPR7 antagonist	NALP1 yeast inh	PHOSPHO1 block	MEKK3 PB1 HTS
O=C(O)CCC(=O)Nc1ccccc1C(=O)NCc1ccccc1	1	106	-0.3	-1	-10	-7	21	-1	101
COc1cccc(NC(=O)COc2ccc(S(=O)(=O)NC(C)C)cc2)c1	-14	102	3.2	-2	1	-3	-8	-45	111
COc1ccc(NC(=O)CSc2nc3cccnc3n2C)cc1	-1	101	0.8	4	4	-19	3	14	103
CC(=O)CC(C)(C)S(=O)(=O)c1ccc(NC(C)=O)cc1	6	100	-0.6	0	3	-17	8	-14	79
O=C(NCCN1CCOCC1)c1ccc2c(c1)N(Cc1ccccc1)CCS2	16	110	-0.6	2	2	1	-9	2	102
Cc1cccc(N2C(=O)N3[C@H](c4ccc(F)cc4)[C@@H]4C(=O)N(C5CCCCC5)C(=O)[C@@H]4[C@]3(Cc3ccccc3)C2=O)c1	-32	93	1.1	-6	-1	20	-8	15	99
Cc1sc2ncnc(NCC(O)c3ccccc3)c2c1C (stereo unspecified)	-26	99	13	3	1	2	4	46	100
COc1ccc(-c2nn(-c3ccccc3)cc2/C=C(\CC(=O)O)c2nc3ccccc3s2)cc1OC	-31	93	-0.9	-2	3	-21	20	24	109
CC1C(=O)C(C)C(c2ccc(Br)cc2)NC1c1ccc(Br)cc1 (stereo unspecified)	-10	100	-1.1	-6	12	-9	-11	.	101
Cc1cc(NC(=O)c2ccc(S(=O)(=O)N3CCc4ccccc43)cc2)no1	-18	93	0.8	-2	24	-5	2	-15	101
CCOc1cccc(-c2c(C(=O)N/N=C/c3ccc(Br)cc3)nnn2-c2nonc2N)c1	-14	101	2.2	-4	3	-2	-7	12	103
CN(C)CCNC(=O)Nc1ccc(Cl)c(Cl)c1	15	114	1.8	9	-2	10	7	3	105
CCC(C)(C)NC(=O)C(c1ccccn1)N(C(=O)c1csnn1)C1CCCCC1 (stereo unspecified)	-36	93	-0.6	-9	0	-4	-2	-6	95
Fc1cccc(NC(=S)Nc2ccc(Br)cc2)c1	4	?	15	-46	-18	2	18	3	?
NC(=O)c1ccc(OCC(F)(F)C(F)(F)C(F)(F)C(F)(F)C(F)(F)C(F)F)cc1	-12	108	-1.4	9	-2	-10	14	51	108
Cc1ccc(-c2nc3ccccc3[nH]2)cc1NC(=O)c1ccc2c(c1)OCO2	2	99	0.0	1	1	8	5	17	100
COc1cc(C(=O)Nc2ccc(OCC(=O)O)cc2)cc(OC)c1OC	-2	96	-0.2	1	0	-5	-2	13	97
O=C(O)c1cccc(-n2cccc2/C=C/[N+](=O)[O-])c1	-21	98	-1.1	-6	24	-15	.	-17	97
Cc1cc(C)c(-c2csc(NC(=O)c3cc([N+](=O)[O-])ccc3N3CCOCC3)n2)c(C)c1	-3	100	-1.2	-1	2	-16	29	-11	100
CCOC(=O)c1cc2c(OC)ccc(OC)c2n1CC(=O)c1ccccc1	-21	106	-0.5	9	2	17	2	44	104
CNC(=O)COC(=O)[C@@H](Nc1ccc(S(=O)(=O)N2CCOCC2)cc1[N+](=O)[O-])C(C)C	-2	101	0.2	-1	-12	-1	28	21	102

An excerpt of these results, with values under each structure.
Every second line gives: FID counter, MEKK2 WT-MEK5, OXTR ag, MEKK2mut PB1 HTS, PfM18AAP inh, GPR7 antagonist, NALP1 yeast inh, PHOSPHO1 block, MEKK3 PB1 HTS
> NC(=O)c1ccc(OCC(F)(F)C(F)(F)C(F)(F)C(F)(F)C(F)(F)C(F)F)cc1
 : -12, 108, -1.4, 9, -2, -10, 14, 51, 108
> Cc1ccc(-c2nc3ccccc3[nH]2)cc1NC(=O)c1ccc2c(c1)OCO2
 : 2, 99, 0.0, 1, 1, 8, 5, 17, 100
> COc1cc(C(=O)Nc2ccc(OCC(=O)O)cc2)cc(OC)c1OC
 : -2, 96, -0.2, 1, 0, -5, -2, 13, 97
> O=C(O)c1cccc(-n2cccc2/C=C/[N+](=O)[O-])c1
 : -21, 98, -1.1, -6, 24, -15, ., -17, 97
